Bioassay records deposited in PubChem BioAssay by several laboratories.
NPY1 pot ag: NPY-Y1 receptor potentiators or agonists, primary screen, cell-based; Neuropeptide Y receptor type 1 (Homo sapiens), P25929; NPY-Y1 expressing cells, potentiator/agonist activation; activation, % at 3.6 µM; hit rate 0.37% among 220,000; in the data active = activation above about 33%, passing the limit was not always enough;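 note: cells stimulated with NPY at EC10 then isoproterenol at EC100; 0% = low agonist plus stimulus and 100% = saturating agonist plus stimulus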
Target sequence (P25929 whole entry, looked up): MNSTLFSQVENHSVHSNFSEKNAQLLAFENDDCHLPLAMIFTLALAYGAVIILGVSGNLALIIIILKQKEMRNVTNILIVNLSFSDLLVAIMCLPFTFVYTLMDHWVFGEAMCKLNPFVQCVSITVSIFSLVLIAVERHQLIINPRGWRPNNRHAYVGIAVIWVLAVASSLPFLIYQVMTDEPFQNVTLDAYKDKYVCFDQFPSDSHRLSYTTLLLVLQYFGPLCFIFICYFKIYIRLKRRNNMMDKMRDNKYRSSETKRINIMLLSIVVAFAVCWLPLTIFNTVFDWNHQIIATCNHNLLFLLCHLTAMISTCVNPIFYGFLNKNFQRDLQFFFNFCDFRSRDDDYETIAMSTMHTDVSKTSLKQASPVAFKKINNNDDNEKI
NPY-Y1 antag: NPY-Y1 receptor antagonists, primary screen, cell-based; HEK293-CNG Y1 cells, membrane potential fluorescence; NPY at EC95, then isoproterenol; Neuropeptide Y receptor type 1 (Homo sapiens), P25929; inhibition, % at 3.6 µM; hit rate 1% among 200,000; AID 1040, 2008;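 active = inhibition above the campaign mean inhibition of all tested compounds plus 3 SD, cut at about 20% in these data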;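 note: 0% = DMSO wells given NPY plus isoproterenol and 100% = isoproterenol alone without NPY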
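System: HEK293 cells with Y1 receptor plus CNG channel / Probe or stimulus: NPY 25 nM then isoproterenol 1 µM plus Ro 20-1724 25 µM / Compound: one concentration, 3.6 µM, in 0.4% DMSO / Schedule: compound incubation 1 h at room temperature, readout 45 min post-stimulation / Measured by: membrane potential fluorescence / Read-out: % inhibition of NPY effect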
p97 ATPase inh: inhibitors of human p97 ATPase, primary screen, biochemical | Transitional endoplasmic reticulum ATPase (Homo sapiens), P55072 | recombinant p97 ATPase, Kinase-Glo ATP luminescence, 3 h | inhibition, % at 8 µM | hit rate 0.42% among 220,000; in the data active = inhibition above about 15%;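 note: 0% = DMSO vehicle and 100% = wells lacking enzyme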
eIF4E-4G inh: eIF4E–eIF4G protein interaction inhibitors, primary screen, biochemical, uHTS, TR-FRET, eIF4GI fragment; Eukaryotic translation initiation factor 4E (Mus musculus) + Eukaryotic translation …; TR-FRET eIF4E-eIF4GI(517-606) binding, 2 h; inhibition, % at 21.7 µM; hit rate 0.37% among 220,000;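 active = inhibition above about 30%, limit read from the data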;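 note: 0% = full FRET control wells and 100% = background wells lacking eIF4GI fragment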
NPY-Y2 PAM-ag: NPY-Y2 potentiators or agonists, primary screen, cell-based. Neuropeptide Y receptor type 2 (Homo sapiens), P49146. cells expressing NPY-Y2, potentiator/agonist read-out. activation, % at 3.6 µM. hit rate 0.45% among 220,000. AID 1359, 2008; in the data active = activation above about 27%;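 note: cells stimulated with NPY near EC25 plus isoproterenol at EC100; 0% = vehicle plus submaximal agonist and 100% = vehicle plus saturating agonist; some results beyond the cut were filed as inactive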
EP2 modulator: EP2 receptor modulators, cAMP readout, primary screen, cell-based, HTRF cAMP, PGE2 stimulation. Prostaglandin E2 receptor EP2 subtype (Homo sapiens), P43116. EP2-expressing cells, cAMP HTRF FRET, PGE2 co-stimulation. induction, % at 25 µM. hit rate 0.83% among 260,000;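 active = compounds whose cAMP rise, as percent of the full-agonist control response, exceeds 60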;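 note: rat C6 glioma line stably carrying human EP2 under a CMV promoter; the protocol text gives 20 µM as final concentration; 100% = response of wells given 1 µM PGE2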
S1P4 agonist: S1P4 receptor agonists, primary screen, cell-based. Sphingosine 1-phosphate receptor 4 (Homo sapiens), O95977. S1P4-expressing cell line, agonist reporter assay. activation, % at 4.98 µM. hit rate 0.35% among 220,000. AID 1509, 2009; in the data active = activation above about 11%;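 note: 0% = DMSO vehicle and 100% = reference agonist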
Target sequence (O95977 whole entry, looked up): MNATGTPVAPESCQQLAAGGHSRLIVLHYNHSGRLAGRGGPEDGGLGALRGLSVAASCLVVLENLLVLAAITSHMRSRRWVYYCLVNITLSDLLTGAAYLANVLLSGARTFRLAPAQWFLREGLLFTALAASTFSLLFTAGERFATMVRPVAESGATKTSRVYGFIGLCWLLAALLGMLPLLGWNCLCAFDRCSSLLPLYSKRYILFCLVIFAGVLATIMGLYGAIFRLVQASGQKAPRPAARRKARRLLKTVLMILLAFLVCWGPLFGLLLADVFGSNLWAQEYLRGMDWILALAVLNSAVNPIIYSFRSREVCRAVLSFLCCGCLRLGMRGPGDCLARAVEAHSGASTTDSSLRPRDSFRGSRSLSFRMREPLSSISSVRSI
EP2 antag: human EP2 receptor antagonists, primary screen, TR-FRET cAMP, C6 glioma cells; AID 1422, 2008; hit rate 0.52% among 260,000; C6 glioma cells expressing human EP2; cells stimulated with saturating PGE2; inhibition, % at 25 µM;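 active = percent inhibition above 40 after rounding to a whole number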;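 note: rat C6 glioma host cells with rolipram phosphodiesterase inhibitor present; the protocol text gives 20 µM as final concentration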
S1P4 antagonist: S1P4 receptor antagonists, primary screen, cell-based. Sphingosine 1-phosphate receptor 4 (Homo sapiens), O95977. S1P4-expressing cells, antagonist mode, reporter read-out. inhibition, % at 4.98 µM. hit rate 0.26% among 220,000. AID 1510, 2009; in the data active = inhibition above about 29%;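 note: 0% = wells stimulated with agonist and 100% = vehicle wells without agonist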
* marks the source's active call; other numbers are inactive results; nt = not tested or not shown; & = joins results of further samples; [ ] = remark or other dose. The list is partial; rates above refer to the full screens.

structure,EP2 antag,p97 ATPase inh,NPY1 pot ag,S1P4 antagonist,NPY-Y2 PAM-ag,S1P4 agonist,EP2 modulator,eIF4E-4G inh,NPY-Y1 antag
NC(=O)C(CCC(=O)c1ccc(Br)cc1)S(=O)(=O)c1ccccc1 (configuration not stated),5.4,-2.7,-9.2,-16.0,-5.9,1.9,-29.3,-0.9,-0.2
COC(=O)c1ccc(SCC(=O)N2CCC(C)CC2)c([N+](=O)[O-])c1,9.5,2.9,2.7,-18.5,8.2,-1.1,-17.9,-0.1,4.0
CCc1nc2ccccc2[nH]1,9.3,7.0,-3.6,3.1,6.7,0.1,21.4,2.2[fluorescence artefact?],4.3
COc1ccccc1NC(=O)N1C2CCCC1CC(NC(=O)c1ccccc1)C2 (configuration not stated),8.6&8.0,2.1,-4.4,4.1,7.2,0.7,-23.5&-43.9,1.9,-0.5
Cc1ccc(Nc2nc3ccccc3c(=O)s2)cc1,4.8,0.4,23.1,14.6,-4.6,-1.6,-12.2,1.8,-12.8
CCOC(=O)c1cccnc1NC(=O)c1ccncc1,7.0,-7.3,7.6,-7.7,11.4,-0.5,17.1,-47.5,-1.1
C#CCOC(=O)CCCC(=O)Nc1ccccc1OC,4.3,-0.3,9.6,-12.2,4.6,1.0,12.4,0.9[fluorescence artefact?],2.9
C=CC(c1ccccc1)C(C(=O)c1ccccc1)N(C)C (configuration not stated),-0.6,-4.3,-5.5,-9.6,-12.2,0.3,55.3,-0.3,3.8
CCOC(=O)C(=CNc1ccc2c(c1)nnn2-c1ccc(Cl)cc1)C(=O)OCC,10.8,6.4,-4.7,-1.2,7.3,0.1,6.3,2.5,3.5
CCCCOCCCNS(=O)(=O)c1ccccc1,14.9,0.9,8.9,-2.0,18.1,1.4,3.0,5.6,-6.0
CCC(=O)NCCNc1ccc([N+](=O)[O-])cn1,5.9,3.0,-12.8,-8.0,9.6,1.5,-6.0,0.4[fluorescence artefact?],4.5
CCNc1nc(NCC)nc(OCCOC(=O)Nc2ccccc2)n1,4.0,-2.1,8.0,-0.1,2.2,1.5,15.7,-0.7,1.6
Cc1ccc(-c2nc3ccccc3[nH]2)cc1NC(=O)c1sc2ccccc2c1Cl,7.6,3.9,-21.0,-14.4,-12.2,-2.4,-26.6,-7.0,8.7
CC1CCN(Cc2c(O)ccc3c2O/C(=C\c2ccco2)C3=O)CC1,8.3,6.0,-20.6,3.2,-3.8,0.4,-11.4,7.1,1.3
CCCc1cc(=O)n2[nH]c(CCc3ccccc3)nc2n1,3.1,6.7,-1.2,-4.7,-2.8,-0.3,24.2,1.2[fluorescence artefact?],-1.0
CCc1ccc(NS(=O)(=O)c2ccc(OC)c(C)c2)cc1,3.2,-10.2,-14.4,0.7,14.7,-0.1,-13.1,-0.9,1.6
c1ccc(OCc2nnc3n2CCCCC3)cc1,1.7,5.3,15.8,-23.1,19.5,-0.5,9.6,4.5,nt
CC(C)NC(=S)NCc1cccnc1,7.6,5.4,0.9,-7.4,-0.7,1.4,23.1,-1.1,-1.8
CC(C)C1N=C2c3ccccc3N=C(SCC(=O)NCCc3ccc(S(N)(=O)=O)cc3)N2C1=O (configuration not stated),1.5,-2.6,9.5,-13.0,9.1,0.2,20.1,4.4,3.4
CC(C)OCCCNC(=O)Cc1ccc(Br)cc1,6.0,3.6,7.5,-3.6,13.5,0.0,-1.2,1.3,2.3
CCc1cccc(NC(=S)N2CCC(c3ccccc3)C2)c1 (configuration not stated),8.5,1.5,-0.6,7.0,-5.5,-0.9,-37.4,1.3,10.0
CCCCCCCC#Cc1ccccc1/C=N/S(=O)c1ccc(C)cc1 (configuration not stated),nt,7.0,1.2,3.5,8.6,0.8,35.1,10.4,0.3
O=C(O)C1CSC(c2ccc(O)c([N+](=O)[O-])c2)N1 (configuration not stated),2.2,16.4*,7.2,2.6,-0.1,-3.3,-3.2,-3.5,-2.3
C[C@H](NS(=O)(=O)c1ccc(Cl)c(Cl)c1)C(=O)OCc1cc(=O)n2cc(Br)ccc2n1,13.3,-4.0,-10.2,-7.6,2.3,0.4,8.1,3.2[fluorescence artefact?],2.1
O=C(CSc1nnnn1C1CCCC1)Nc1ccc2c(c1)OCCO2,14.7,-2.9,-5.3,-2.8,-6.1,-0.4,-1.8,-9.7,22.9*
Cc1ccc(C(=O)NNC(=O)C2CCN(S(=O)(=O)c3ccc(C)cc3)CC2)cc1,4.1,3.4,-14.3,3.5,-9.8,-0.6,8.9,2.1,nt
COc1cc(/C=C2\SC(=S)N(C(C(=O)O)c3ccccc3)C2=O)ccc1O (configuration not stated),6.6,2.4,-7.6,-11.1,-35.7,-0.3,7.0,-0.2,nt
O=C1Nc2ccc([N+](=O)[O-])cc2OC1CCN1CCOCC1 (configuration not stated),9.7,7.1,-1.2,2.6,3.1,-0.9,-3.8,7.1,5.3
COC(=O)C1=NN(C(C)(C)CC(C)=O)C2C(=O)N(C3CCCCC3)C(=O)C12 (configuration not stated),3.5,3.7,19.3,0.4,3.2,6.3,3.0,0.1,3.0
O=C(CSc1nnc2ccccn12)NCCN1C(=O)CSC1=O,-1.6,0.2,12.3,5.6,7.3,-0.5,8.3,1.2,-4.3
CCN(CC)c1ccc(/C=N/OCC(=O)Nc2cccc(C)c2)cc1,8.5,-1.7,-14.8,-7.7,-11.1,-1.6,-5.6,-1.2,13.4
CCOC(=O)c1cc(C(O)(C(F)(F)F)C(F)(F)F)c(/N=C/N(C)C)o1,9.1,6.6,12.2,13.1,2.9,-1.3,3.8,9.1[fluorescence artefact?],1.9
COC(=O)c1ccc(CSc2nc3c(cnn3-c3ccc(C)c(C)c3)c(=O)[nH]2)o1,9.7,3.2,-28.4,-1.3,7.0,-0.6,64.6*,-0.8,-0.6
CCN1CCN(C(=O)c2sc3ncnc(N4CCc5ccccc5C4)c3c2C)CC1,8.2,-5.0,4.7,-4.2,4.6,0.4,-62.6,-4.4,6.2
N/C(Cc1ccc([N+](=O)[O-])cc1)=N\OC(=O)C(c1ccccc1)c1ccccc1,5.0,-0.8,-4.5,-19.7,0.2,1.2,13.5,0.6,-0.6
CC(C)Sc1nc2ccccc2[nH]1,3.6,3.5,-7.0,-3.0,-7.2,-0.8,16.9,5.7,-4.2
COc1ccc(-c2cc(C(=O)N3CCN(c4ccccc4)CC3)c3ccccc3n2)cc1,5.9,1.7,-10.7,-2.3,-15.6,0.3,-4.1,1.7,5.8
Oc1ccccc1/C=N/NC(=S)NC1CC2CC1C1C=CCC21 (configuration not stated),25.2,3.2,7.8,21.9,3.8,2.1,-29.2,0.6,nt
COc1ccc(N2C(=O)CC(Sc3nnc(-c4ccccc4F)n3C)C2=O)cc1 (configuration not stated),7.0,-5.0,0.3,-1.0,-9.4,-2.4,1.6,0.2,4.8
CNS(=O)(=O)c1cccc(C(=O)OCc2cc(Cl)cc3c2OCOC3)c1,7.5,0.4,2.1,-10.8,-1.1,0.1,1.0,-0.5,1.9
O=C(COc1ncnc2cc([N+](=O)[O-])ccc12)N(CCc1ccccc1)Cc1ccccc1,15.2,0.5,-9.4,-6.1,-7.8,1.3,-9.7,-2.3,-0.6
CCN(CC)C(=O)CSc1nnc2nnc3cc(C)ccc3n12,10.7,5.7,2.4,3.2,-8.5,2.4,-27.3,6.4,nt
Cc1cc(N2CCN(C)CC2)n2nc(-c3ccc(Cl)cc3)nc2n1,9.4&4.8,3.7,16.4,-17.4,1.2,1.0,12.3&19.4,-6.8,nt
COc1ccc(C(C)=O)cc1COc1cc(C)c(Cl)c(C)c1,10.5,1.0,-44.2,-4.1,-34.7,1.1,17.6,-2.3,nt
CCN(CC(=O)Nc1c(C(=O)OC)[nH]c2ccccc12)c1ccc2c(c1)OCO2,8.8,5.9,-9.8,4.4,16.8,0.8,-26.6,9.9[fluorescence artefact?],5.2
CCOC(=O)C1Cn2c(nc3c(c2=O)C2(CCCC2)Cc2ccccc2-3)S1 (configuration not stated),7.2,2.0,7.8,4.8,-4.5,0.1,29.0,-2.2,-12.3
COc1ccc(CC(=O)N2CCOCC2)cc1OC,8.0,0.9,-9.3,-24.3,-10.7,-1.3,31.5,1.9,0.9
Cc1[nH][nH]c(=O)c1C=NCc1cccnc1,-0.8,9.4,-11.9,-9.7,7.9,1.5,4.7,0.5,-3.8
CN1/C(=C\C(=O)CSc2nnc(NCc3ccccc3)s2)C(C)(C)c2ccccc21,10.1,-8.3,3.1,5.2,-12.8,-0.3,-34.2,-10.6[fluorescence artefact?],14.6
COc1ccc(NC(=O)CSc2nc3ccccc3c(=O)n2CCCN2CCCCC2)c(OC)c1,nt,-4.8,-45.3,-2.0,-13.0,1.1,3.1,-4.1[fluorescence artefact?],14.8
O=C(COC(=O)c1ccc2c(c1)OCO2)Nc1ccccc1,4.8,1.3,-29.9,-0.8,-3.5,4.5,-46.1,2.5,1.7
Cc1cc(=O)oc(C)c1C(=O)Nc1ccccc1F,7.2,0.6,18.0,-16.4,0.0,1.4,-12.4,1.1,nt
COc1ccc(/C=C(/NC(=O)c2ccco2)C(=O)N2CCCC2=O)cc1,5.5,3.8,14.7,8.2,18.6,-0.4,37.0,-2.9,-4.3
CCN1CCN(c2cc(C)c3cc(NC(=O)c4cccs4)ccc3n2)CC1,12.8,1.3,-0.8,10.6,13.1,55.8*,-28.5,-0.3,nt
COc1cccc(C2CC(c3ccccc3C)n3nc(N)nc3N2)c1 (configuration not stated),7.8,1.9,-4.1,8.3,15.5,-0.3,-11.7,-0.7,-2.5
COC(=O)/C(=C/c1ccco1)NC(=O)c1ccco1,10.2,9.8,10.9,-17.3,0.7,-1.3,0.1,3.3[fluorescence artefact?],-1.8
CCn1c(SCC(=O)NCc2ccco2)nnc1-c1ccc(N)cc1,nt,-1.0,-7.2,-3.7,9.1,-0.3,2.8,7.4,7.0
Cc1ccc(/C=C/c2ccc(=O)n(Cc3ccc(F)cc3)n2)cc1,15.9,-1.6,-14.6,-6.1,-27.0,0.2,-44.8,-9.9,10.2
Cc1cc2cccc(C)c2nc1SCC(=O)NCC1CCCO1 (configuration not stated),13.2,-2.0,-17.6,3.6,-18.0,2.4,37.5,1.8,4.0
